KLK7 zymogen act – proKLK7 (human) activation, primary screen | purified proKLK7, EDANS-DABCYL substrate fluorescence; 100% is mature enzyme control, 0% vehicle | activation, % at 7 µM | 0.9% of 370,000 active | AID 652039;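 active means activation above the mean of all tested compounds plus 3 SD, computed per campaign excluding outliers beyond control limits, cut at about 13% in these data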
sPLA2-III inh – Inhibits HGIII-sPLA2 liposome hydrolysis, primary screen; 0.56% of 370,000 active; QFRET BODIPY PC-A2 liposome hydrolysis, fluorescence; AID 743126; inhibition, % at 12.2 µM; Q9NZ20;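 active means inhibition above mean plus 3 SD of compounds lying within the high and low control bounds, cut at about 19% in these data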;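 further: 0% = median of test compound wells and 100% = no enzyme DMSO wells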
ASAP1 inh – inhibitors of human ASAP1 ArfGAP activity. inhibition, % at 16.5 µM. 0.19% of 360,000 active. ASAP1-stimulated ARF1 GTP hydrolysis, GDP FP detection. Q9ULH1; in the data active means inhibition above about 25%;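 further: 0% = vehicle with enzyme and substrate and 100% = no enzyme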
Tn7 DDE FP – inhibitors of Tn7 peptide binding to human fibrin DD(E); AID 720508; 0.13% of 370,000 active; inhibition, % at 8.3 µM; FP displacement of FITC-Tn7 peptide from fibrin DD(E); 0% = median of compound wells per plate; P02675;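 active means inhibition above the mean of compounds falling within the control limits plus 3 SD of them, cut at about 14% in these data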;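 further: 0% = plate median of compound wells and 100% = 10 µM Aha-Tn7 peptide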
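Assay system: Fibrin-DD(E) protein isolated from polymerized human fibrin clots; read-out basis: percent inhibition; medium: Tris/NaCl/CaCl2 buffer, pH 7.8; signal: FP measurement; incubation: 10 min plus 3 h, room temperature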
ARFGAP1 inh – inhibits rat ARF GTPase activating protein 1; Q62848; Arfgap1-stimulated ARF1 GTP hydrolysis, GDP FP detection; inhibition, % at 16.5 µM; 0.26% of 360,000 active; AID 651572;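 active means inhibition above a per-plate limit, mean inhibition of low control wells plus 3 SD, cut at about 25% in these data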;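 further: 0% = DMSO wells with enzyme and 100% = wells lacking Arfgap1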
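material = rat Arfgap1 catalytic domain, aa 1-136 | also added = human ARF1(Δ1-17)-GTP substrate | compound dosing = one concentration, 16.5 µM, DMSO 1.26% | times = GTP hydrolysis reaction 2 h at 25 °C | measured by = FP, GDP Alexa 633 tracer displaced from anti-GDP antibody, 620/688 nm | evaluation = percent inhibition of Arfgap1-stimulated GTP hydrolysis | replication = single well per compound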
UHRF1 MBD2 ctr – blocks human UHRF1 binding to methylated DNA | UHRF1 binding to methylated oligo, TR-FRET | inhibition, % at 4.4 µM | 0.75% of 370,000 active; in the data active means inhibition above about 21%;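 further: UHRF1 SRA domain binding a hemimethylated CpG hairpin DNA probe; 0% = median of test compound wells and 100% = reference inhibitor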
DDE Tn6 FP inh – disrupts Tn6 cyclic peptide binding to fibrin D-Dimer-E complex | inhibition, % at 8.3 µM | 0.21% of 370,000 active | Fibrin DD(E) TRITC-Tn6 fluorescence polarization displacement | P02675;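 active means inhibition above a per-campaign cutoff: mean of compounds within control limits plus 3 SD, cut at about 15% in these data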;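 further: 0% = median of all compound wells on the plate and 100% = blocking peptide control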
PLC-gamma1 inh – blocks human PLC-gamma1 enzyme activity | purified PLC-gamma1, fluorogenic substrate, fluorescence | inhibition, % at 12.2 µM | 0.84% of 370,000 active | AID 720700; in the data active means inhibition above about 9.5%
PLCb3 inh – inhibitors of human phospholipase C beta3. Purified PLC-beta3, fluorogenic substrate, fluorescence. inhibition, % at 12.2 µM. 0.18% of 370,000 active. AID 720704; in the data active means inhibition above about 11%;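 further: 0% = median of compound wells on plate and 100% = full blocker control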
Target sequence (Q01970 whole entry, looked up): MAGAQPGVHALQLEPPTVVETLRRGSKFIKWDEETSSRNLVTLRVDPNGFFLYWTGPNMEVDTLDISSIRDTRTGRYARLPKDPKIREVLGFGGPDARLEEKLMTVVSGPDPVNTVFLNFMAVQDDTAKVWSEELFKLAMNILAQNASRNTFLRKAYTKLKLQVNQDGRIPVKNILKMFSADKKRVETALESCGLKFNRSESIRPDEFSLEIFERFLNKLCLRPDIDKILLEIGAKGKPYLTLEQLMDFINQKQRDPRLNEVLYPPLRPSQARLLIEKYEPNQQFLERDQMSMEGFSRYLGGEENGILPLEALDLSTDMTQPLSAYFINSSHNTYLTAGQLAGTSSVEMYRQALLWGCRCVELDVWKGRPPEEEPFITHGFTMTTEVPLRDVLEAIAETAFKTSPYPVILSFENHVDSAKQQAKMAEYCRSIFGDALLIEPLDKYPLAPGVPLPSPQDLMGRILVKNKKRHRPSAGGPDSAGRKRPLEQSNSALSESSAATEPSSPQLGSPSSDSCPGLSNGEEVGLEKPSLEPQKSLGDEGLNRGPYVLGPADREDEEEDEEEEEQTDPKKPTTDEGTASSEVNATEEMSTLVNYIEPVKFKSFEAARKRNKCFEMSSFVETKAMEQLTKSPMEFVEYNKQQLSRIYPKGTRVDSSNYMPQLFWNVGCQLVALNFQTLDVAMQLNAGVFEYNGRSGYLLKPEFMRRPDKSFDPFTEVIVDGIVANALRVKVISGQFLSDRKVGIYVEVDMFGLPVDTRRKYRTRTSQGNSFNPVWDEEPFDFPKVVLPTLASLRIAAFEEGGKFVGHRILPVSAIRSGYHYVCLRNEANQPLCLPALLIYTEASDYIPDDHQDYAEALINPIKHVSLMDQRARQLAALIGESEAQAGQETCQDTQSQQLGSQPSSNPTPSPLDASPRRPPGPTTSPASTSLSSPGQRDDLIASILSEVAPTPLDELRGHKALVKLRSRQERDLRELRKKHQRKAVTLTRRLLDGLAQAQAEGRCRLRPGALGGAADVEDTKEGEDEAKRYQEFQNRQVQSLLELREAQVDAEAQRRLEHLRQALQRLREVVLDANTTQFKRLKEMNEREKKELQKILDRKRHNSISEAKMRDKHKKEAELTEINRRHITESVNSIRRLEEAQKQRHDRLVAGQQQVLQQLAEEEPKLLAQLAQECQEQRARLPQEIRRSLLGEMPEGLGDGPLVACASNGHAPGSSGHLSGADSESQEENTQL
NR1D1 modulator – modulators of human Rev-erb alpha DNA binding. 0.79% of 370,000 active. activity, % at 10 µM. P20393. Rev-erbα–FITC-DNA binding, fluorescence polarization, 90 min;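 active means activity above about 14%, limit read from the data; passing the limit was not always enough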;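 further: 0% = DMSO wells with 35 nM protein and 100% = DMSO wells with 750 nM protein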
Starred values were filed as active, the others as inactive; / = no result given.

Tn7 DDE FP	NR1D1 modulator	ARFGAP1 inh	sPLA2-III inh	PLCb3 inh	UHRF1 MBD2 ctr	ASAP1 inh	KLK7 zymogen act	PLC-gamma1 inh	DDE Tn6 FP inh	SMILES
-7.6	-0.1	5.0	-7.0	-4.8	-0.4	-7.6	0.3	-1.1	5.7	CC(=O)N1CCc2cc(Br)cc(S(=O)(=O)NCCCN(C)Cc3ccccc3)c21
-0.5	0.0	-4.8	0.8	-0.7	-0.3	-3.9	0.0	0.4	-5.5	O=C(NNc1ccccc1[N+](=O)[O-])NC1CCCCC1
2.6	-2.0	8.6	4.9	-39.3	-0.4	-9.0	-0.1	-27.1	5.8	COc1ccc(NC(=O)c2cc(NC(=O)C3CCCCC3C(=O)O)ccc2N2CCOCC2)cc1 (centres undefined)
-5.0	-1.7	1.4	-6.9	-27.2	-1.5	-9.3	0.7	-17.2	-2.0	CCN(CC(=O)Nc1ccc2c(c1)OCCO2)Cc1nc2cc(Cl)ccc2c(=O)[nH]1
1.4	-1.3	8.9	-8.5	5.4	-1.7	7.7	0.4	-0.6	0.1	CCCCc1ccc(NS(=O)(=O)N(C)C)cc1
-7.0	-1.7	-9.3	-5.4	-5.7	-4.4	-12.0	0.0	0.7	7.8	C/C(CC(=O)Nc1ccc2c(c1)OCCO2)=N\NC(=O)c1ccccc1Cl
-2.4	2.8	7.3	-26.1	-4.6	-1.6	6.2	-0.6	0.3	-1.1	CCN(CC)S(=O)(=O)c1cccc(NC(=O)CNc2cccc(S(=O)(=O)N3CCCC3)c2)c1
5.3	-0.6	1.7	-1.0	-9.3	-0.9	0.6	-0.1	-6.4	6.4	COC(=O)Cn1ncc2c3ccccc3n(Cc3ccccc3)c2c1=O
2.8	0.5	-11.2	-3.9	-248.4	-4.7	-5.8	-8.2	-217.4	5.3	O=c1c(-c2ccc(Cl)cc2)[n+]([O-])c2ccccc2n1O
0.6	-4.0	-14.8	0.1	-10.8	-3.8	14.0	1.0	-7.3	5.0	CCOC(=S)NC(=O)c1sc2ccccc2c1Cl
-7.9	-1.7	2.6	-22.3	1.3	1.2	6.3	0.9	-2.7	-2.0	CN(CC(=O)Nc1cccc(F)c1)C(=O)c1ccccc1Cc1ccccc1
-0.8	-5.1	-5.1	-11.2	-2.2	-5.5	1.7	-0.2	0.1	-2.5	CCc1ccccc1NC(=O)Nc1cccc(F)c1
0.5	1.4	3.6	4.8	1.6	0.5	9.0	0.3	9.3	-9.4	CNc1c([N+](=O)[O-])cnn1-c1ccc(Cl)cc1
-3.4	3.5	-0.6	-0.7	-2.4	-1.8	7.1	0.0	1.2	3.4	CCc1ccccc1NC(=O)CNC(=O)CNC(=O)C1CCCCC1
9.8	2.9	2.9	1.4	-5.6	9.8	-4.0	-0.5	-4.8	-5.1	CCN=C1S/C(=C\c2cc(Br)ccc2OCC(=O)OCC)C(=O)N1CC
-2.8	3.8	4.2	-17.0	-6.6	-0.8	11.0	0.3	-1.3	-4.4	COCc1ccc(C(=O)N2CCc3c([nH]c4ccccc34)C2c2ccccn2)s1 (centres undefined)
-6.6	1.1	2.3	6.4	0.1	1.1	10.3	0.2	-1.0	5.1	Cc1cc(C)nc(SCC(=O)c2c(N)n(C)c(=O)n(C)c2=O)n1
2.7	2.1	1.1	2.3	4.6	1.3	1.0	-0.1	5.5	2.6	CC(C)[C@H](NC(=O)[C@H](Cc1ccccc1)n1c(=O)[nH]c2ccccc2c1=O)C(=O)N1CCC[C@H]1C(=O)O
0.0	2.3	7.4	3.3	-0.8	3.1	12.4	-0.8	-0.5	-3.9	CNS(=O)(=O)c1cccc(C(=O)OCC(=O)Nc2ccccc2OC(F)F)c1
-2.8	-6.3	5.7	5.9	-7.8	7.8	-7.0	0.1	4.2	-3.1	CC(=O)c1cccc(Nc2nc(N3CCOCC3)nc(N3CCOCC3)n2)c1
1.3	-1.5	-2.3	-3.7	-3.8	-1.4	1.6	0.0	6.9	-3.8	CCN(CC(=O)N1CCOCC1)S(=O)(=O)c1cc(Cl)ccc1Cl
3.7	-0.6	-2.6	2.8	1.1	1.0	12.7	-0.2	-2.3	1.4	Cc1ccc(SCC(=O)NCCSCc2ccccc2)cc1
-3.4	-6.3	7.7	18.9	-2.1	2.8	2.7	-0.3	-3.7	6.1	c1ccn2c(SCc3ccc4c(c3)OCCO4)nnc2c1
-0.5	-4.5	1.9	2.8	-8.3	0.0	-0.2	-0.4	-3.2	-0.9	CCOc1ccc(NC(=S)NCc2cccnc2)cc1
-2.0	1.2	3.1	-15.6	0.1	-1.7	-6.7	-0.1	-1.0	-4.3	COc1ccc(-n2nnnc2C(CCSC)N2CCN(C/C=C/c3ccccc3)CC2)cc1 (centres undefined)
5.2	7.2	-2.5	-4.0	-4.1	0.8	7.3	-0.1	-1.1	0.7	COc1ccc(N(CC(=O)NC2CC3CCC2C3)S(=O)(=O)c2ccc(C)c([N+](=O)[O-])c2)cc1 (centres undefined)
-1.4	4.7	-11.1	0.6	3.4	-0.9	0.7	0.5	-1.1	7.6	CCn1c(SCC(=O)N2CCOCC2)nc(O)cc1=O
-2.0	-5.0	2.3	1.5	2.4	0.1	0.6	0.9	1.2	-2.6	CCOC(=O)C1(C)CCCN(C(=O)c2cc(C)on2)C1 (centres undefined)
-2.3	6.3	8.7	-8.4	1.2	-0.4	-1.1	-0.6	-3.0	0.2	O=C(Cc1ccc(Cl)cc1)c1c[nH]c(C(=O)NCCCn2ccnc2)c1
-1.2	-2.5	-2.2	-0.5	2.5	-1.8	-15.1	0.2	0.3	-7.8	COc1cccc(Nc2cc(C)nc3nc(C)nn23)c1
0.5	-2.7	6.1	2.8	-7.9	0.8	-6.5	-0.1	-2.5	1.6	COCCn1ccc2c(OCC(=O)NCCc3ccc(OC)c(OC)c3)cccc2c1=O
-0.8	5.2	/	-0.8	3.0	-1.2	/	-0.2	3.9	-3.8	Cc1ccc(CNC(=O)OC(C)(C)C)c(/C=C/S(=O)(=O)NCc2ccc(F)cc2)c1
2.4	-5.2	4.1	8.3	-4.3	-1.7	1.5	0.4	0.4	4.7	CC(=O)NCCNC(=O)C1CCC(CNc2nc(=S)[nH]c3ccccc23)CC1 (centres undefined)
-3.6	-3.5	1.1	-2.1	2.0	-0.6	4.3	-0.3	2.6	1.3	O=C(Nc1ccccc1OC(F)F)c1ccc(N2CCCC2=O)cc1
-2.0	2.2	-3.9	-4.9	-4.5	-1.4	-5.8	0.2	2.8	-0.4	COCCCN1C(=O)C(=O)/C(=C(/O)c2ccc(S(=O)(=O)N3CCCCC3)cc2)C1c1cccc(OC)c1 (centres undefined)
2.6	-0.7	10.7	-5.9	-9.9	-3.1	-2.8	0.5	-3.9	-5.1	Oc1c(C(Nc2cccc(C(F)(F)F)c2)c2ccncc2)ccc2cccnc12 (centres undefined)
0.0	2.5	14.7	3.8	-4.2	-5.8	7.3	0.2	-3.6	4.9	CCn1c2ccccc2c2nnc(SCC(=O)N3CC(C)OC(C)C3)nc21 (centres undefined)
0.0	-3.2	-0.3	-6.2	-1.3	2.2	0.5	0.3	-1.1	-6.1	CC(=O)Nc1ccc(S(=O)(=O)N2CCSc3ccccc32)cc1
-5.4	4.2	-0.5	-0.5	-0.1	-0.2	-6.8	0.7	1.9	-2.7	Cc1cc(C)cc(NC(=O)c2ccc(S(=O)(=O)C(F)F)cc2)c1
-4.9	1.8	10.6	-1.3	-0.3	10.8	8.9	-0.2	0.7	2.2	Cc1cccc(N2CCN(C(=O)C3COc4ccccc4O3)CC2)c1C (centres undefined)

Record cards, from the list above.
COCCn1ccc2c(OCC(=O)NCCc3ccc(OC)c(OC)c3)cccc2c1=O is listed with Tn7 DDE FP = 0.5; NR1D1 modulator = -2.7; ARFGAP1 inh = 6.1; sPLA2-III inh = 2.8; PLCb3 inh = -7.9; UHRF1 MBD2 ctr = 0.8; ASAP1 inh = -6.5; KLK7 zymogen act = -0.1; PLC-gamma1 inh = -2.5; DDE Tn6 FP inh = 1.6
COc1ccc(N(CC(=O)NC2CC3CCC2C3)S(=O)(=O)c2ccc(C)c([N+](=O)[O-])c2)cc1 (centres undefined) is listed with Tn7 DDE FP = 5.2; NR1D1 modulator = 7.2; ARFGAP1 inh = -2.5; sPLA2-III inh = -4.0; PLCb3 inh = -4.1; UHRF1 MBD2 ctr = 0.8; ASAP1 inh = 7.3; KLK7 zymogen act = -0.1; PLC-gamma1 inh = -1.1; DDE Tn6 FP inh = 0.7
CCn1c2ccccc2c2nnc(SCC(=O)N3CC(C)OC(C)C3)nc21 (centres undefined) is listed with Tn7 DDE FP = 0.0; NR1D1 modulator = 2.5; ARFGAP1 inh = 14.7; sPLA2-III inh = 3.8; PLCb3 inh = -4.2; UHRF1 MBD2 ctr = -5.8; ASAP1 inh = 7.3; KLK7 zymogen act = 0.2; PLC-gamma1 inh = -3.6; DDE Tn6 FP inh = 4.9

(continued)
Tn7 DDE FP	NR1D1 modulator	ARFGAP1 inh	sPLA2-III inh	PLCb3 inh	UHRF1 MBD2 ctr	ASAP1 inh	KLK7 zymogen act	PLC-gamma1 inh	DDE Tn6 FP inh	SMILES
-9.9	1.6	11.8	10.3	-4.3	-1.8	-10.5	-0.7	-1.4	4.3	Cc1ccc(C(=O)NCC#N)cc1
-3.5	-5.2	-10.7	-20.9	-3.7	-2.6	7.6	-0.5	-2.0	6.6	CC(=O)c1c(C)[nH]c(C(=O)CSc2nc3ccccc3c(=O)n2CCCO)c1C
-3.4	-0.1	1.5	-0.3	4.8	2.7	-6.6	0.5	3.1	-2.5	CC1(C)C2CCC(CN)C1C2 (centres undefined)
-2.8	-3.3	/	-4.5	0.1	-1.6	/	/	2.1	-4.6	O=C(NCC(c1ccccc1)c1ccccc1)[C@H](Cc1c[nH]c2ccccc12)NC1(C(=O)NC2CCCCC2)CCCCCC1
-3.0	-1.4	4.1	0.0	1.6	-0.5	4.2	0.0	-1.3	-0.3	O=C1C2CC=CCC2C(=O)N1c1ncn[nH]1 (centres undefined)
4.5	-0.8	1.4	-12.7	-2.6	-0.3	-4.4	0.1	-3.0	3.5	COc1ccc(C(=O)OCC(=O)Nc2ccc(OC(F)F)cc2)c(OC)c1
1.7	-2.9	2.6	4.3	-0.5	-1.6	-1.1	0.2	-1.0	4.1	COC(=O)CCN(C(C)=O)c1ccc(N)cc1
0.7	-2.3	2.6	9.1	2.3	2.8	-4.1	0.2	4.6	5.8	O=Cc1coc([B-](F)(F)F)c1
-6.4	3.9	12.0	-3.1	-7.5	4.5	-0.4	0.0	-4.5	1.0	CNC(=O)NC(=O)COC(=O)c1ccc(-n2c(C)ccc2C)cc1
-0.8	-6.9	-1.1	11.7	2.1	-0.9	-4.9	0.4	0.9	3.7	O=c1[nH]c(NC2CCCCC2)c([N+](=O)[O-])c(=O)[nH]1
-5.6	3.2	3.1	-1.0	3.2	-4.8	-8.6	0.0	5.4	-5.7	O=C(Nc1cccc2ncccc12)c1ccc(F)cc1
3.6	-0.2	0.8	2.4	0.9	0.0	-1.1	-0.5	-0.1	-6.0	COc1ccc(-n2cnc3ccccc3c2=O)c([N+](=O)[O-])c1
-4.2	-5.3	11.3	-33.7	-12.2	-2.2	0.2	0.6	-10.0	-5.0	Cc1cc(C(=O)OCC(=O)Nc2ncc(C(F)(F)F)cc2Cl)c(C)o1

Compound activity deposited in PubChem BioAssay by several laboratories.
